# Screening results as filed in PubChem.
# OXTR agonist = human OXTR agonists, primary screen, fluorescence, CHO-OTR cells, Fluo-8 calcium | Oxytocin receptor (Homo sapiens), P30559 | Fluo-8 calcium fluorescence; normalized: DMSO 0%, oxytocin 100% | activation, % at 3 µM | 320,000 compounds, 0.32% hits;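 active = activation above the mean of all tested compounds plus 3 SD, cutoff set per screening run, cut at about 20% in these data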;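 also: peak over basal fluorescence ratio from a 100 s FLIPR kinetic read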
# Target sequence (P30559 whole entry, looked up): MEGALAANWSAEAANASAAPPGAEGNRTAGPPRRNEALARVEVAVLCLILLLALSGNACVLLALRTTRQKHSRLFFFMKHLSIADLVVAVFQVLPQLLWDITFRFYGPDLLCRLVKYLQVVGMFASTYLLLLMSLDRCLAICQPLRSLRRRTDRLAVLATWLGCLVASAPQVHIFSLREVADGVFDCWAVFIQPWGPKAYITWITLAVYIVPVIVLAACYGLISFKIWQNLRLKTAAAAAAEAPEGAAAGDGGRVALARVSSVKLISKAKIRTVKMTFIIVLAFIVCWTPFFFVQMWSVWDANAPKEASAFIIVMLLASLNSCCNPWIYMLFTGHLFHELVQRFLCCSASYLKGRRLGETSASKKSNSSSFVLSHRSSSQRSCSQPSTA
# PHOSPHO1 block = PubChem AID 1565; recombinant PHOSPHO1, absorbance phosphatase assay; inhibition, % at 13.3 µM; 290,000 compounds, 1.1% hits; in the data active = inhibition above about 60%
# V1R ag counter = agonists of human V1a receptor, primary screen, counter-screen for OXTR agonist project, fluorescence, CHO-V1R cells; Vasopressin V1a receptor (Homo sapiens), P37288; Fluo-8 calcium fluorescence, agonist mode; 0% DMSO, 100% 3 nM vasopressin; activation, % at 3 µM; 320,000 compounds, 0.25% hits;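 active = activation above the mean activation of all tested compounds plus 3 SD, per screening run, cut at about 20% in these data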;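 also: signal is peak over basal fluorescence ratio across a 100 second FLIPR read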
# MEKK3 PB1 HTS = modulators of MEKK3-MEK5 PB1 binding, primary screen, biochemical, wildtype MEKK3, multiplex bead flow cytometry, Alexa488-MEK5 | Mitogen-activated protein kinase kinase kinase 3 (Homo sapiens), Q99759 | 290,000 compounds, 1.4% hits | binding response (% of control), % at 10 µM | bead-based flow cytometry, Alexa488-MEK5 binding to MEKK3; actives lie on both sides; 0 = blocked by unlabeled MEK5, 100 = vehicle;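 active = binding response more than 3 SD above or below the average of its plate-row segment, actives on both sides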;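 also: Alexa488 bead fluorescence after subtracting the streptavidin-only scavenger bead signal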
# Target sequence (Q99759 whole entry, looked up): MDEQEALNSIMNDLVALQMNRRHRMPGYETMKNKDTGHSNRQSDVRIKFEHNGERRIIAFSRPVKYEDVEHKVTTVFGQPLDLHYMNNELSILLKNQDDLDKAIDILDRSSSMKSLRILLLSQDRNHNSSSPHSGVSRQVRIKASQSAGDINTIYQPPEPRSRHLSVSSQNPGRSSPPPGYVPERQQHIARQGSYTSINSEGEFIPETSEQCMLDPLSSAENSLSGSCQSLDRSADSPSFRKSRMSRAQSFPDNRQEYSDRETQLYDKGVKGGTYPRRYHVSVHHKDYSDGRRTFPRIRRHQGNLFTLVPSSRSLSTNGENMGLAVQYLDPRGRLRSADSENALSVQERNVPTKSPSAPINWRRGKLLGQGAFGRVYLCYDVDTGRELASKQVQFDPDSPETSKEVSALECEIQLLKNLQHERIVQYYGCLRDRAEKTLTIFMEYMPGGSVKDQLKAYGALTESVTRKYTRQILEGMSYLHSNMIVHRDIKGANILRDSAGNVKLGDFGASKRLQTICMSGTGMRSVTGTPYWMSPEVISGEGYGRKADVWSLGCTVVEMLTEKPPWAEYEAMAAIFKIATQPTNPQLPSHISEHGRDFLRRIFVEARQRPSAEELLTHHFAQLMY
# NALP1 inh = NALP1 inflammasome inhibitors in reconstituted yeast, colorimetric, S. cerevisiae, triplicate retest; S. cerevisiae NALP1/ASC/caspase-1 growth, X-gal OD620, 72 h; inhibition, % at 10 µM; 280,000 compounds, 0.61% hits; in the data active = inhibition mostly above about 24%, no sharp cut-off; inactive = mostly below about 32%; also: some compounds called inactive have numbers as strong as hits
# MEKK2 mut-MEK5 = MEK5 binding signal on mutant MEKK2 PB1, primary screen, biochemical, multiplex bead flow cytometry, Alexa488-MEK5; Alexa488-MEK5 binding to MEKK2 mutant; percent response, % at 10 µM; 290,000 compounds, 0.35% hits; AID 1530, 2009; in the data active = percent response above about 24%, passing the limit was not always enough; also: inactives centre near 1; some results filed as inactive read as strong as hits; reference of the scale not given here
# GalR3 antag = GalR3 antagonists in HEK293 cells, primary screen, cell-based, fluorescence readout | inhibition, % at 3 µM | 360,000 compounds, 0.44% hits | AID 651719, 2012 | HEK293 GalR3-CNG cAMP membrane potential fluorescence; galR3 body fused to GalR1 C-terminus;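 active = inhibition above the screen-wide average plus 3 SD, cut at about 13% in these data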;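 also: forskolin and galanin both at EC90 stimulate the cells; cAMP rise reported by CNG channel membrane potential dye signal; 0% = forskolin plus galanin with DMSO and 100% = forskolin alone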
# GPR7 antagonist = GPR7 receptor antagonists, primary screen, cell-based, fluorescence, single concentration; Neuropeptides B/W receptor type 1 (Homo sapiens), P48145; GPR7-expressing cells, fluorescence antagonist assay; inhibition, % at 4.4 µM; 290,000 compounds, 1.1% hits; AID 1861, 2009; in the data active = inhibition above about 16%, passing the limit was not always enough;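 also: cells stimulated with the agonist NPW; 0% = agonist with vehicle and 100% = vehicle without agonist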
# MEKK2wt PB1 HTS = modulators of MEK5 binding to wildtype MEKK2, primary screen, biochemical, multiplex bead flow cytometry, Alexa488-MEK5; Mitogen-activated protein kinase kinase kinase 2 (Homo sapiens), Q9Y2U5; Alexa488-MEK5 binding to MEKK2 WT; actives lie on both sides; binding response (% of control), % at 10 µM; 290,000 compounds, 1.1% hits; AID 1531, 2009; in the data active = binding response below about 67% or above about 130%
# Active calls of the source: *; nt = no result given.
SMILES,OXTR agonist,PHOSPHO1 block,V1R ag counter,MEKK3 PB1 HTS,NALP1 inh,MEKK2 mut-MEK5,GalR3 antag,GPR7 antagonist,MEKK2wt PB1 HTS
Cc1[nH]n(-c2ccccc2)c(=O)c1C(C[N+](=O)[O-])c1ccc(F)cc1 (configuration not stated),0.8,4,1.3,96,109*,-2,5,-13,97
O=C(NC1CCCCC1)C(c1ccncc1)N(C(=O)Cc1cccs1)c1ccccc1 (configuration not stated),0.1,-3,-0.7,96,-16,-1,-3,-1,91
CC(C)N=C1NN=C(c2cccs2)C(CC(=O)O)S1 (configuration not stated),-0.6,15,2.6,101,4,0,-3,-8,104
O=C(Nc1ccc2c(c1)OCO2)c1c[nH]c(=O)n(-c2ccc(F)cc2)c1=O,-0.1,33,0.6,99,10,1,0,-4,96
O=S(=O)(c1cccc(S(=O)(=O)N2CCCC2)c1)c1cccc(S(=O)(=O)N2CCCC2)c1,2.2,-3,0.7,102,0,3,-6,-3,104
CC(=O)c1cccc(NC(=O)c2ccc3c(c2)CCCC3)c1,-1.3,53,-0.8,97,18,-13,2,43*,98
CCC(CO)Nc1ncc([N+](=O)[O-])cc1C#N (configuration not stated),-0.7,2,-0.9,92,23,1,1,0,93
N#CCCn1c(C2CCCCC2)nc2ccccc21,-1.5,-45,0.4,105,6,6,-4,9,106
CC(=O)Nc1ccc(S(=O)(=O)Oc2cccc(N3C(=O)C4CC=CCC4C3=O)c2)cc1 (configuration not stated),11,-14,13,106,-12,3,-3,7,109
CN(C)c1ccc(C=NCCC2(c3ccccc3)CCOC(C)(C)C2)cc1 (configuration not stated),0.5,16,3.4,91,-15,-5,-3,-11,98
O=C(CC1SC(=Nc2ccccc2)N(Cc2ccccn2)C1=O)Nc1ccc(Br)cc1 (configuration not stated),1.6,16,1.4,96,11,2,4,-11,98
C=CCSc1nc2nc(C)cc(C)n2n1,0.8,22,0.8,102,17,3,-5,-8,102
C=CCn1c(-c2ccccc2[N+](=O)[O-])n[nH]c1=S,0.8,-131,-0.4,100,-8,-4,-6,-8,97
CCCCCOC(=O)Cn1c(=O)oc2ccccc21,-1.7,22,-0.9,105,22,7,nt,-1,109
CCn1c(SCC(=O)NC2CCCCC2)nc2c(c1=O)SC(C)C2 (configuration not stated),-0.8,5,-0.1,nt,-1,nt,1,4,nt
CSc1nc(N)c(C(=O)Nc2ccc([N+](=O)[O-])cc2)s1,-0.1,42,4.6,84,6,-8,-5,10,89
CCCOc1ccc(N2C(=O)CC(N(CCc3ccc(OC)c(OC)c3)C(=O)c3ccccc3)C2=O)cc1 (configuration not stated),-2.8,24,-0.1,105,30,5,-2,-12,103
CS(=O)(=O)c1ccc2nc(NC(=O)c3cccc(Cl)c3)sc2c1,0.8,28,1.7,108,3,12,-9,-4,105
CCOC(=O)COc1ccc(S(=O)(=O)N2CCN(c3ccccc3F)CC2)cc1,1.9,-16,2.0,103,9,7,1,10,100
CCCn1c(/C=C/c2ccccc2)nc2ccccc21,-1.3,-15,-1.3,108,14,9,-5,0,110
N/C(=N\OC(=O)CSc1ccccc1)c1cccc([N+](=O)[O-])c1,-1.9,-4,-0.4,102,14,-1,-8,-17,104
COc1ccccc1-n1c(C)c2c(OC)cccc(=O)c2c1C,0.6,-46,1.4,98,4,-2,-2,-12,98
COc1ccccc1C(=O)Nc1nc2cc3c(cc2s1)OCO3,0.9,32,0.0,116,nt,12,-5,-4,117
O=C(Nc1ccccc1)NC1(C(=O)NCCCN2CCOCC2)CCCCC1,0.0,-28,1.5,105,9,11,3,-4,106
NC(=O)N/N=C\c1cccs1,-0.4,18,0.7,102,nt,5,-3,0,100
CCn1c(SCc2ccc([N+](=O)[O-])cc2)nnc1C(C)NC(=O)c1ccccc1Br (configuration not stated),-0.1,9,0.3,78,7,-11,-10,-10,86
Cc1ccc2cc(CN(CC3CCCO3)S(=O)(=O)c3ccc4c(c3)OCCO4)c(=O)[nH]c2c1C (configuration not stated),0.8,nt,0.3,103,nt,-1,-7,-16,100
CN1CCN(c2nc(-c3ccccc3)c3cc(Cl)ccc3n2)CC1,4.4,10,1.0,102,-1,6,0,-2,131
CCn1c(SCC(=O)Nc2ccc(N3CCOCC3)c(Cl)c2)nnc1-c1ccc(N)cc1,-0.6,32,-0.5,99,-1,0,-1,9,97
O=C(NN1C(=O)c2ccccc2NC1c1ccccn1)c1ccc([N+](=O)[O-])cc1 (configuration not stated),-0.3,-9,-0.2,105,1,2,-2,2,107
COC(=O)c1cccc(NC(=O)Cc2ccccc2[N+](=O)[O-])c1C,-1.3,1,0.6,100,6,11,-2,-11,95
CSC1=NCCN1C(=O)c1ccc(C)cc1,-1.8,51,-1.9,95,2,0,0,-9,93
CC(=O)c1cccc(N2C(=NC(=O)C(C)C)SC3CS(=O)(=O)CC32)c1 (configuration not stated),-0.4,13,1.1,87,-4,-5,-5,-4,89
COC(=O)COc1ccc(S(=O)(=O)Nc2ccc(C(N)=O)cc2)cc1Cl,0.7,20,1.0,104,13,9,-6,-10,113
COC(=O)c1ccc(C2/C(=C(\O)c3ccc4c(c3)OCCO4)C(=O)C(=O)N2CCCN(C)C)cc1 (configuration not stated),-0.5,-6,-0.1,101,6,4,2,-10,107
CC(=O)Nc1ccc2nc(NC(=O)C(Cl)(Cl)Cl)sc2c1,-0.4,15,0.3,103,-7,3,4,-15,101
Cc1ccc(C)c(OCC(=O)Nc2cc(C(=O)O)cc(C(=O)O)c2)c1,0.2,54,0.1,91,-1,-4,-6,15,94
Cc1nnc(SCC(=O)NC2CC2)n1CC1CCCO1 (configuration not stated),0.2,-3,0.2,86,-5,-12,-3,-14,89
CCc1cccc(CC)c1NC(=O)CO/N=C(\C)c1cccs1,-1.3,-41,-0.7,98,23,12,-6,11,114
CCOc1nc(-c2ccc(C)cc2)ccc1-c1noc(-c2cccnc2)n1,nt,14,nt,100,2,-6,nt,1,94
CC(N=C1CC(C)(C)CC(=O)/C1=C(/O)CCCN1C(=O)c2ccccc2C1=O)C(=O)O (configuration not stated),-0.9,5,0.5,103,13,3,-3,-17,102
CC(=O)Nc1ccccc1P(=O)(c1ccccc1)c1ccccc1OC(C)=O (configuration not stated),-0.4,16,0.7,96,16,-13,-4,-9,99
COc1ccccc1CC(=O)Nc1cccc(F)c1,-0.9,-5,0.5,102,-6,3,0,-19,106
CCn1c(C)[n+](Cc2ccccc2)c2ccc(C(=O)OC)cc21,0.8,-11,1.1,103,1,4,-5,-14,106
CCCn1c(SCC(=O)/C(C#N)=C(\C)N)n[nH]c1=O,-0.1,26,-0.3,101,5,4,1,-13,101
N/C(Cc1ccc(Cl)cc1Cl)=N\OC(=O)Cc1ccc(Cl)cc1,-0.5,-10,1.8,101,23,-1,-3,-7,100
Cc1cc(NC(=O)CN2CCCC2c2nc3ccccc3s2)no1 (configuration not stated),-0.8,-5,1.1,96,-21,0,-4,-5,89
Cc1noc(C)c1COC(=O)CCCNC(=O)c1ccc(Cl)cc1,0.8,28,0.8,110,15,-2,-5,-9,105
O=C(NC1CCCCC1)C(c1ccncc1)N(Cc1ccccc1)C(=O)c1ccc(-c2ccccc2)[nH]1 (configuration not stated),-0.8,18,-1.0,nt,4,nt,-3,-19,nt
COc1ccccc1N1N=C(c2cccs2)CC1c1ccccc1 (configuration not stated),-2.8,24,-0.5,101,34,3,1,-13,93
Oc1ccc(-c2nc(-c3ccc(O)c(O)c3)cs2)cc1,3.2,14,4.5,63,10,-21,2,10,61
CN(Cc1ccc(F)cc1)C(=O)c1sccc1-c1ccccc1,nt,10,nt,100,-6,2,-7,12,102
COC(=O)c1cc2oc(C)cc2n1CC(=O)N(C)c1ccccc1,-1.2,-3,-0.1,102,-5,2,-3,-13,102
COc1ccc(NC(=S)NC(NC(=O)C(C)C)C(Cl)(Cl)Cl)c([N+](=O)[O-])c1 (configuration not stated),-0.1,26,-0.5,109,-11,4,0,0,104
Cn1c(=O)n(C)c2cc(/C=N/NC(=O)c3ccc(Cl)cc3Cl)ccc21,-1.1,27,0.5,101,-6,3,2,-10,107
CN1\C(=C/C=C/C=C/C=[N+](C)C)C(C)(C)c2ccccc21,nt,-137,nt,89,14,-23,-9,2,-3.0*
Cc1cc2c(c(=O)o1)C(CCC1CCCCC1)C(C#N)=C(N)O2 (configuration not stated),0.7,15,1.3,106,-13,2,-3,-8,103
CCOC(=O)c1cnc(-c2ccccc2)nc1N1CC(C)OC(C)C1 (configuration not stated),-2.6,56,-1.4,99,-28,-4,12,-13,97
CC(C)(C#CC(O)(c1ccccc1)c1ccccc1)N1CCCC1,1.9,15,1.0,82,-7,-14,-9,1,79
CCC1(CC)NC(=O)N(CC(=O)OCC(=O)Nc2sccc2C#N)C1=O,0.9,19,0.5,98,30,5,-5,-11,97

# Reprinted at random: five compounds from above.
SMILES,OXTR agonist,PHOSPHO1 block,V1R ag counter,MEKK3 PB1 HTS,NALP1 inh,MEKK2 mut-MEK5,GalR3 antag,GPR7 antagonist,MEKK2wt PB1 HTS
Cc1noc(C)c1COC(=O)CCCNC(=O)c1ccc(Cl)cc1,0.8,28,0.8,110,15,-2,-5,-9,105
Oc1ccc(-c2nc(-c3ccc(O)c(O)c3)cs2)cc1,3.2,14,4.5,63,10,-21,2,10,61
CC(C)(C#CC(O)(c1ccccc1)c1ccccc1)N1CCCC1,1.9,15,1.0,82,-7,-14,-9,1,79
CCC1(CC)NC(=O)N(CC(=O)OCC(=O)Nc2sccc2C#N)C1=O,0.9,19,0.5,98,30,5,-5,-11,97
Cc1cc(NC(=O)CN2CCCC2c2nc3ccccc3s2)no1 (configuration not stated),-0.8,-5,1.1,96,-21,0,-4,-5,89

# (continued)
SMILES,OXTR agonist,PHOSPHO1 block,V1R ag counter,MEKK3 PB1 HTS,NALP1 inh,MEKK2 mut-MEK5,GalR3 antag,GPR7 antagonist,MEKK2wt PB1 HTS
CC(=O)N1CCC2(CC1)C(C#N)=C(N)Oc1c2sc2nc(C)cc(C)c12,-1.0,6,1.3,97,17,-2,-1,-1,98
Cc1nnc(N/N=C/c2ccccc2C(F)(F)F)n1N,0.5,nt,-1.4,114,-12,13,-8,-9,114
CCN(c1ccccc1)S(=O)(=O)c1cc(C(=O)O)ccc1C,0.7,7,0.2,109,-5,7,-3,-9,114
COc1cccc(-c2nc(-c3ccc(NC(=O)c4ccncc4)cc3)no2)c1,5.3,18,2.1,101,-5,2,-1,0,101
CC1(c2ccccc2)NC(=O)N(CC#N)C1=O (configuration not stated),0.1,15,-0.2,96,-45,-4,-4,-4,94
O=C(NCc1cccnc1)c1cccc(-c2cc3ccccc3oc2=O)c1,-0.8,37,1.1,98,16,2,-2,-5,102
Cc1ccc(S(=O)(=O)NCC(=O)NCC(=O)NC(C)c2ccccc2Br)cc1C (configuration not stated),-1.9,16,1.1,106,18,0,-6,3,100
Cc1coc2cc3oc(=O)c(CCC(=O)O)c(C)c3cc12,-0.4,-10,2.2,91,nt,4,2,-11,89
